G9a inh = inhibitors of human histone lysine methyltransferase G9a; 8.8% of 350,000 active; Potency, µM (series often up to 102 µM), for the others: at the highest dose activity, negative = inhibition, most hits filed as inhibitors; Q96KQ7; G9a H3K9 monomethylation, AlphaScreen, 2 h; note: % is set by controls: 0 for no effect and ±100 for the full control effect; nearly all actives have a fitted effect of over 75% in size
Target sequence (Q96KQ7 913-1193 limits assumed): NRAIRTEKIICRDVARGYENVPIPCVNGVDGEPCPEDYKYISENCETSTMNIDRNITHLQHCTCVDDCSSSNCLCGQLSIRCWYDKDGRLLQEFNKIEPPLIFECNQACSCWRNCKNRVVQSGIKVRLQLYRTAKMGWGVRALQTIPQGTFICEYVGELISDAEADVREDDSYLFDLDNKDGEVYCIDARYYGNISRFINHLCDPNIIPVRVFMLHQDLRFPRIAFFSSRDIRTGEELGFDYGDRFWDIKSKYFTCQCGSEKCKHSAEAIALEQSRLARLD
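G9a (20 nM) was preincubated 15 min with compound, then reacted 2 h at room temperature with 500 nM biotin-H3K9 peptide and 20 µM SAM. Monomethyl-H3K9 detected by AlphaScreen using anti-H3K9me1 antibody.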
Pol eta inh = inhibitors of human DNA polymerase eta | 1.2% of 390,000 active | recombinant Pol eta, fluorescent DNA replication assay | Potency, µM (highest dose often 114 µM), without a hit: at the top dose activity change, negative = inhibition, actives largely listed as inhibitors | Q9Y253; note: % is set by controls: 0 for no effect and ±100 for the full control effect
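Fluorescent replication assay: 50 nM final substrate added after a 15 min room-temperature compound preincubation with 10 nM enzyme. Signal taken at 0 min and again at 10 min.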
POLK inh = inhibitors of human DNA polymerase kappa | 0.53% of 400,000 active | purified Pol kappa, fluorescent DNA synthesis assay, 10 min | Potency, µM (series often up to 107 µM), for the others: at the highest dose activity, negative = inhibition, actives largely listed as inhibitors; note: % is set by controls: 0 for no effect and ±100 for the full control effect
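Readout: fluorescence, taken kinetically at 0 and 10 min. Conditions: 10 nM Pol kappa, 15 min RT compound preincubation, 50 nM substrate final. Controls: enzyme-free buffer wells.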
POLB inh = DNA polymerase beta (human) inhibition; 1.3% of 340,000 active; Pol beta primer extension/strand displacement, fluorescence kinetic; Potency, µM (doses to about 114 µM), without a hit: at the top dose activity change, negative = inhibition, hits mostly inhibitors; P06746; note: % is set by controls: 0 for no effect and ±100 for the full control effect
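Values derive from four-parameter Hill fits of normalized kinetic data: reads at 0 and 10 min following addition of 50 nM substrate to 10 nM Pol beta preincubated 15 min with compound.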
BLM inh = inhibitors of human Bloom syndrome helicase BLM; 0.2% of 350,000 active; Potency, µM (highest dose often 56.1 µM), without a hit: top-dose activity change, negative = inhibition, hits mostly inhibitors; recombinant BLM DNA unwinding, fluorescence dequenching; P54132;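 note: plate controls were vehicle for no effect and no enzyme for full effect; nearly all actives have a fitted effect of over 35% in size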
POLI inh = inhibitors of human DNA polymerase iota; 1% of 390,000 active; Potency, µM (series often up to 115 µM), for the others: top-dose activity, negative = inhibition, usual class: inhibitors; Pol iota fluorescent replication assay, 10 min; Q9UNA4
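Fluorescent replication assay read twice, at 0 min and 10 min after adding 50 nM (final) substrate. Enzyme (10 nM) and compounds were first incubated 15 min at room temperature; enzyme-free buffer wells were negative controls.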
APE1 inh = APE1 (human) endonuclease inhibition. P27695. recombinant APE1, TAMRA/BHQ-2 abasic DNA cleavage fluorescence. Potency, µM (top dose mostly 65.8 µM), for the others: top-dose activity change, negative = inhibition, hits mostly inhibitors. 0.35% of 350,000 active;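 note: plate controls were vehicle for no effect and reference inhibitor for full effect; nearly all actives have a fitted effect of over 55% in size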
Target sequence (P27695 whole entry, looked up): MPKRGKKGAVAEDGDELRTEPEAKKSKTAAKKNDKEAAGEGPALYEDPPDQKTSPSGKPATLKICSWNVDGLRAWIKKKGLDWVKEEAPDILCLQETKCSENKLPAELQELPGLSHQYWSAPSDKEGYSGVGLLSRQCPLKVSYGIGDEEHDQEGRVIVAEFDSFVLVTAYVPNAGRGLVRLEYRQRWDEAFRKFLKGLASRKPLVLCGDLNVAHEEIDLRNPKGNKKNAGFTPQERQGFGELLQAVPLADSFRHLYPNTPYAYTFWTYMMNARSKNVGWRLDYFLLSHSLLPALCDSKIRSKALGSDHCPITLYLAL
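Compound pre-exposure to 0.75 nM APE1, 15 min at ambient temperature. Reaction initiated with 50 nM TAMRA/BHQ-2 THF substrate, read immediately in kinetic mode, 525 nm excitation, 598 nm emission.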
BAZ2B inh = BAZ2B (human) inhibition; Q9UIF8; AlphaScreen BAZ2B-H3K14Ac peptide displacement; Potency, µM (series often up to 114 µM), inactives show top-dose activity change, negative = inhibition, most hits filed as inhibitors; 4.4% of 360,000 active; AID 504333; note: % is set by controls: 0 for no effect and ±100 for the full control effect; nearly all actives have a fitted effect of over 60% in size
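Protein-peptide AlphaScreen: BAZ2B 50 nM, b-H3K14Ac 50 nM, 1x PBS pH 7.4 + 0.01% Tween-20. Preincubation 30 min RT; cpd 30 min RT (top 110 uM); beads 20 min RT, light-protected.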
JMJD2A Tudor inh = JMJD2A Tudor domain (human) inhibition. AlphaScreen JMJD2A-Tudor / H3K4me3 peptide binding. 4.4% of 390,000 active. AID 504339. Potency, µM (series often up to 114 µM), for the others: top-dose activity change, negative = inhibition, usual class: inhibitors; note: % is set by controls: 0 for no effect and ±100 for the full control effect; nearly all actives have a fitted effect of over 50% in size
* = called active by the depositor; ? = inconclusive; . = no result given; & = joins results of further samples; [ ] = dose if it differs, or a comment. Calls come from the whole dose curve; as a rule, active = well fitted curve in the direction sought with a large enough effect; inconclusive = small, poorly fitted or top-dose-only effect, or another doubt; inactive = no such curve, though single readings can be large; an effect the other way counts as inactive or inconclusive. Potency is the fitted concentration of half-maximal effect.

Compound | G9a inh | Pol eta inh | POLK inh | POLB inh | BLM inh | POLI inh | APE1 inh | BAZ2B inh | JMJD2A Tudor inh
O=C(COc1ccccc1F)OCc1cc(=O)n2nc(C3CC3)sc2n1 | 17%[59 µM] | 0% | -8% | 10% | -8% | 58%[activator] | . | -22% | -20%
CC(C)C1C(=O)Nc2ccc(S(=O)(=O)NCCc3ccc(Cl)cc3)cc21 (stereo not given) | -7%[59 µM] | -1% | -5% | 7% | -3% | -4% | . | 7%[57.1 µM] | -18%
CCCCNC(C(=O)Nc1cccc(S(=O)(=O)N2CCOCC2)c1)c1ccccc1 (stereo not given) | 11% | -10% | -19% | -2% | -4% | 64%[activator] | 0% | -17% | -7%
Cc1ccc2nc(SCn3nnc4ccccc4c3=O)[nH]c2c1 | ? | -12% | -5% | 20% | 0% | 32%[activator] | 8% | 12% | -3%
CS(=O)(=O)N1Cc2ccccc2CC1C(=O)OCC(=O)NCc1ccccc1 (stereo not given) | . | 16µM* | ? | . | . | 79µM* | ? | . | ?
O=C(CCS(=O)(=O)c1ccc(Cl)cc1)NCCC1=CCCCC1 | 21% | -8% | -7% | 1% | -3% | 6% | -6% | 2% | 0%
Cc1cc(C)cc(C(=O)NC(CC(N)=O)c2ccc(NCCN3CCCC3)c([N+](=O)[O-])c2)c1 (stereo not given) | ? | -11% | 10% | 24% | 5% | -10% | 10% | -28% | -18%
O=C(Cn1nc(Cl)nc1Cl)Nc1ccccc1 | 50µM* | -11% | -8% | 10% | -1% | 24% | 2% | 1% | 0%
CN1C(=O)/C(=C\c2cccc(OCc3ccccc3)c2)SC1=S | -13% | -5% | -1% | 2% | 1% | -17% | -1% | ? | -12%
O=S(=O)(NCC(c1cccnc1)N1CCN(c2ccc(F)cc2)CC1)c1ccc(F)cc1 (stereo not given) | ? | -6% | -9% | 18% | -4% | 31%[activator] | -6% | ? | -31%
CCc1ccc(NC(=O)CN2CCSc3ccc(S(=O)(=O)N4CCCC4)cc32)cc1 | -30%[59 µM] | -10% | -10%[60.1 µM] | 8% | -7% | 10% | . | -26% | -30%
CC(=O)Nc1ccccc1OCC(=O)NCCc1ccc(Cl)cc1Cl | -47% | -4% | -16% | -1%[57.1 µM] | -4% | -1% | 1% | -3% | -12%
CCCn1c(=O)c(C(=O)Nc2ccccc2C(=O)OC)c(O)c2ccccc21 | -8%[59 µM] | -6% | -16% | 20% | -1% | 4% | -12% | 10% | -23%
CCN1C(=O)/C(=C\c2ccc(F)cc2)N=C1SCC(=O)NCc1ccco1 | 6%[59 µM] | -10% | -1% | 23% | 0% | 19% | -1% | 8% | -14%
O=C(O)CCN1C(=O)c2ccc(Oc3ccc4c(c3)C(=O)N(CCC(=O)O)C4=O)cc2C1=O | 3%[59 µM] | -18% | -8% | 0% | -1% | 15% | 2% | -6% | -4%
Cc1cccc(NC(=O)COc2ccccc2C)n1 | -34%[12.7 µM] | -4% | -14% | 6% | -2% | -7% | -4% | 2% | 3%
CCN(C(=O)c1ccc2c(Cl)c3c(nc2c1)CCC3)c1cccc(C)c1 | 1% | . | . | 1% | -4% | . | -2% | -34% | .
Cc1ccc(N2CC(C(=O)Nc3ccc4c(c3)OCCO4)CC2=O)cc1 (stereo not given) | -9%[59 µM] | 2% | 6%[60.1 µM] | 14% | -2% | -15% | -2% | 3% | -6%
COc1ccc(CCNc2oc(COc3ccc(Br)cc3)nc2C#N)cc1OC | 40µM* | -14% | -16% | 40% | -5% | -14% | ? | ? | ?
COC1=CC(=Cc2c(N)n3nc(CC(=O)N4CCOCC4)sc3nc2=O)C=C(OC)C1=O | ? | 20µM* | 79µM* | ? | -4% | 22µM* | 9% | 45µM* | ?
Cc1nc2c(C(=O)N3CCOCC3)cnn2c(C)c1Cc1cccc(Cl)c1 | 50µM* | . | . | -2% | 2% | . | -1% | -22% | .
O=C(NC1CCCCC1)C(c1ccncc1)N(Cc1ccc(F)cc1)C(=O)c1ccccn1 (stereo not given) | ? | -18% | -5% | 56% | -4% | 36%[activator] | 20% | 6% | -11%
COc1ccc(CC(=O)N2CC3(C)CC2CC(C)(C)C3)cc1OC (stereo not given) | ? | -6% | -19% | 2% | 1% | 11% | 8% | -16% | -2%
Cc1ccc(Cn2ccc(=O)c(Cc3c(Cl)cccc3Cl)c2C)cc1 | -5%[59 µM] | -11% | -14% | 12% | 7% | -1% | -9% | -2% | -11%
c1ccc(CN(Cc2cccs2)C(c2cccs2)c2nnnn2C2CCCC2)cc1 (stereo not given) | 5% | -13% | -15% | -1% | -6% | 8% | -1% | -4% | 7%
O=C(Nc1ccc(Cl)cc1)N1CCc2[nH]c3ccccc3c2C1 | 9% | -18% | -22% | 27% | -10% | -8% | -2% | ? | 13%[11.4 µM]
CCOC(=O)CSc1nc2sc(C)c(C)c2c(=O)n1N | 5%[59 µM] | -7% | -17% | -2% | -1% | 17% | 7% | 8% | -1%
CN(C)S(=O)(=O)c1cccc(COC(=O)c2ccc(Cl)cc2O)c1 | 23% | ? | -7% | 0% | -4% | -11% | 2% | 4% | 10%[11.4 µM]
CC(C)(C)OC(=O)N1CC(O)CC1C(=O)OCC(=O)c1ccccc1 (stereo not given) | 7%[59 µM] | -14% | -11% | ? | 0% | 3% | 9% | -1% | 6%[57.1 µM]
CCC(C)NC(=O)CSCc1nc(-c2ccc(C)cc2)oc1C (stereo not given) | -4%[59 µM] | -20% | -8% | 3% | -3% | 24% | . | -14% | -1%
CC(=O)Nc1nccc(-c2cc(-c3ccccc3)no2)n1 | . | 24% | -13% | 0% | -4% | -3% | 0% | 3% | -1%
Cc1cc(C)c(C#N)c(SCC(=O)Nc2nnc(-c3ccccc3)s2)n1 | 14%[59 µM] | -4% | -2% | 5% | -2% | 13% | -3% | 1% | 3%
COc1cccc(NC(=O)C2CCCN2S(=O)(=O)c2ccc3c(c2)C(C)(C)C(=O)N3C)c1 (stereo not given) | -8%[59 µM] | -10%&-5% | -8%&-15% | 20%&1% | -1%&1% | 7%&10% | 1% | -10%&4% | -17%&-19%
COC(=O)c1c(NC(=O)C2c3ccccc3Oc3ccccc32)sc2c1CCC(C(C)(C)C)C2 (stereo not given) | -35%[59 µM] | -16% | -5% | ? | -30% | -18% | . | -20% | -29%
O=C(C1CCC(=O)N1Cc1ccccc1Cl)N1CCN(c2ccc(F)cc2)CC1 (stereo not given) | 52%[activator][12.7 µM] | -15% | -1% | 15% | -1% | 6% | -4% | -5% | -10%
O=C(c1cnccn1)N(Cc1ccco1)C1(C(=O)NC2CCCC2)CCCCC1 | -24% | 3% | -7% | 20% | 1% | 5% | 24% | 13% | -6%
C=CCc1cc(Cl)ccc1OCCNCCOC | ? | -2% | -12% | 0% | 6% | 59%[activator] | 29% | 50µM* | 1µM*
O=C(Nc1cccc(Cl)c1)c1cnc[nH]1 | -7%[2.33 µM] | -12%&-1% | 20%&7% | -4%&-1% | -3%&-1% | -2%&13% | 1% | -5%&-24% | -3%&-27%
CCCCn1c(N)c(N(CCOC)C(=O)CSCc2ccccc2C)c(=O)[nH]c1=O | -14%[0.501 µM] | -10% | -1% | . | . | 25% | 25% | 13% | 6%
COc1ccc2ccccc2c1/C=N\NC(=O)c1ccc(C)s1 | 24% | -21% | -2% | -3% | 1% | -3% | -5% | -3% | -18%

Results in BLM inh and G9a inh, for 3 of the compounds above:
| mol | BLM inh | G9a inh |
| --- | --- | --- |
| Cc1ccc(Cn2ccc(=O)c(Cc3c(Cl)cccc3Cl)c2C)cc1 | 7% | -5%[59 µM] |
| c1ccc(CN(Cc2cccs2)C(c2cccs2)c2nnnn2C2CCCC2)cc1 (stereo not given) | -6% | 5% |
| O=C(Nc1ccc(Cl)cc1)N1CCc2[nH]c3ccccc3c2C1 | -10% | 9% |

Four of the compounds above, as labelled records.
O=C(C1CCC(=O)N1Cc1ccccc1Cl)N1CCN(c2ccc(F)cc2)CC1 (stereo not given)
  G9a inh: 52%[activator][12.7 µM] | Pol eta inh: -15% | POLK inh: -1% | POLB inh: 15% | BLM inh: -1% | POLI inh: 6% | APE1 inh: -4% | BAZ2B inh: -5% | JMJD2A Tudor inh: -10%
CCOC(=O)CSc1nc2sc(C)c(C)c2c(=O)n1N
  G9a inh: 5%[59 µM] | Pol eta inh: -7% | POLK inh: -17% | POLB inh: -2% | BLM inh: -1% | POLI inh: 17% | APE1 inh: 7% | BAZ2B inh: 8% | JMJD2A Tudor inh: -1%
C=CCc1cc(Cl)ccc1OCCNCCOC
  G9a inh: ? | Pol eta inh: -2% | POLK inh: -12% | POLB inh: 0% | BLM inh: 6% | POLI inh: 59%[activator] | APE1 inh: 29% | BAZ2B inh: 50µM* | JMJD2A Tudor inh: 1µM*
O=C(Nc1cccc(Cl)c1)c1cnc[nH]1
  G9a inh: -7%[2.33 µM] | Pol eta inh: -12%&-1% | POLK inh: 20%&7% | POLB inh: -4%&-1% | BLM inh: -3%&-1% | POLI inh: -2%&13% | APE1 inh: 1% | BAZ2B inh: -5%&-24% | JMJD2A Tudor inh: -3%&-27%

Returning to the listing with the two entries that preceded the break.
Compound | G9a inh | Pol eta inh | POLK inh | POLB inh | BLM inh | POLI inh | APE1 inh | BAZ2B inh | JMJD2A Tudor inh
CCCCn1c(N)c(N(CCOC)C(=O)CSCc2ccccc2C)c(=O)[nH]c1=O | -14%[0.501 µM] | -10% | -1% | . | . | 25% | 25% | 13% | 6%
COc1ccc2ccccc2c1/C=N\NC(=O)c1ccc(C)s1 | 24% | -21% | -2% | -3% | 1% | -3% | -5% | -3% | -18%
C[N+](C)(C)CCN(Cc1ccc(Cl)cc1)c1ccccn1 | 11%[59 µM] | 8% | 2% | 42% | 3% | 13% | -1% | 50µM* | -35%
C/C(=N\Nc1ccc(Cl)c(C(=O)O)c1)c1cccc2ccccc12 | 10µM* | 7.9µM* | ? | 28µM* | 0% | 16µM* | -1% | ? | 56µM*
Cc1ccc(CNC(=O)C(=O)NCC(c2ccco2)N2CCOCC2)cc1 (stereo not given) | -3% | -5% | -10% | -2% | 4% | 6% | 1% | 4% | -5%
COC(=O)C1=C(C)N(Cc2ccco2)C(=O)N[C@H]1c1ccccc1 | ? | . | . | 1% | -1%&-5% | . | 3%&3% | -28% | .
CS(=O)(=O)N1N=C(c2ccco2)CC1c1ccc(Cl)cc1Cl (stereo not given) | . | -9% | -3% | 1% | -14% | 4% | -4% | -18% | -16%
Clc1cc2cccnc2c2ncccc12 | ? | -11% | 1% | . | . | -20% | -18% | 3.5µM* | -7%

Source: PubChem BioAssay (National Center for Advancing Translational Sciences (NCATS))

This is a subset, so the mix of outcomes need not match the whole.
